M4 antag: human M4 muscarinic receptor antagonists, primary screen, CHO cells, Fluo-8 calcium fluorescence | Muscarinic acetylcholine receptor M4 (Homo sapiens), P08173 | CHO-hM4 cells, ACh EC80 | 0.73% of 360,000 active | inhibition, % at 3 µM;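 active means inhibition above its plate's cutoff, the mean inhibition of sample wells plus 3 SD, cut at about 27% in these data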;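 further: 0% = acetylcholine EC80 with DMSO and 100% = DMSO without agonist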
Target sequence (P08173 whole entry, looked up): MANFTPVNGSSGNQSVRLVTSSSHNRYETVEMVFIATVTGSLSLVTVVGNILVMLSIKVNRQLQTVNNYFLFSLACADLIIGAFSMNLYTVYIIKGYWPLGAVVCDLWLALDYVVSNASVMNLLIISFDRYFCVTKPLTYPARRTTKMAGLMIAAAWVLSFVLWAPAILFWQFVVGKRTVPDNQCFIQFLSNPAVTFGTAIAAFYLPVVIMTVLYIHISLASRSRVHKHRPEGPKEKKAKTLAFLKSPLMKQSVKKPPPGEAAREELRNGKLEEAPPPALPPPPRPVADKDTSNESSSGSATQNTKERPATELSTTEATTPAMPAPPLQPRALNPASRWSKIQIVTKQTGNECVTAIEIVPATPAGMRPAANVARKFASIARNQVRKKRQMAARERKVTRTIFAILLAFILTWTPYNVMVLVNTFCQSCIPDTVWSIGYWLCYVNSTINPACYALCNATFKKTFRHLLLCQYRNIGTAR
CHRM1 antagonist: human M1 muscarinic receptor antagonists, primary screen, CHO-K1 cells, Fluo-8 calcium fluorescence, 1536-well | 1.3% of 360,000 active | inhibition, % at 3 µM | CHO-K1 hM1, ACh EC80 antagonist;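 active means percent inhibition above its own plate's cutoff, namely the mean of that plate's compound wells plus 3 SD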;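 further: peak over basal fluorescence ratio during 140 s after agonist addition; 0% = ACh EC80 plus DMSO and 100% = DMSO alone without agonist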
OXTR potentiate: human OXTR potentiators, primary screen, fluorescence, CHO-OTR cells, Fluo-8 calcium. Oxytocin receptor (Homo sapiens), P30559. Fluo-8 calcium fluorescence, potentiator mode; 0% = oxytocin EC15, 100% = EC100. activation, % at 3 µM. 0.061% of 320,000 active. AID 2445, 2010;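 active means activation above that plate's cutoff, the mean activation of tested compounds plus 3 SD, cut at about 6.6% in these data, passing the limit was not always enough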;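 further: 100% uses oxytocin at 75 nM as the full agonist control; some results filed as inactive read as strong as hits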
Target sequence (P30559 whole entry, looked up): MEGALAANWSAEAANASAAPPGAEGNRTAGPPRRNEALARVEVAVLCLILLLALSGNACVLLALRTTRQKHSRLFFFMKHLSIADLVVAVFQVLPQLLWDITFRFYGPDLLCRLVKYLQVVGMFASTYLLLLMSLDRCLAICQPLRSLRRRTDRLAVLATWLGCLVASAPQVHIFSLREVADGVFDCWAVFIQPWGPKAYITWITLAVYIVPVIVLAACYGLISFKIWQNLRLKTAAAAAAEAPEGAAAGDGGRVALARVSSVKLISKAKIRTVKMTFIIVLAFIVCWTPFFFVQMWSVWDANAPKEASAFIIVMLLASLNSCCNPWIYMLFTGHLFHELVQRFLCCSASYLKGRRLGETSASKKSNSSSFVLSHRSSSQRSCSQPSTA
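Assay system: CHO-OTR cells, human receptor / Also added: oxytocin at about EC15, sub-maximal agonist stimulus / Dosing: single dose, 3.0 µM nominal final compound concentration / Incubation: 6 min pre-incubation, 100 s read / Technique: Fluo-8 calcium dye fluorescence / Read-out: % activation vs EC15 and EC100 oxytocin / Benchmarks: EC15 oxytocin low, 75 nM oxytocin high / Replicates: singlicate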
CHRM4 agonist: human M4 muscarinic receptor agonists, primary screen, CHO-K1 cells, Fluo-8 calcium fluorescence; Muscarinic acetylcholine receptor M4 (Homo sapiens), P08173; CHO-K1 hM4/Gqi5; vehicle 0%, full acetylcholine response 100%; activation, % at 3 µM; 0.14% of 360,000 active; AID 624127, 2012;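 active means activation above the run mean over all test wells plus 3 SD, cut at about 32% in these data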;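 further: peak over basal fluorescence ratio per well then scaled between controls; 0% = DMSO wells and 100% = acetylcholine at EC100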
CHO parental Ca: ATP-evoked calcium signal inhibitors, parental CHO, primary screen, counter-screen for OX1R antagonist project, cell-based, fluorescence, Fluo-8 calcium dye; parental CHO-K1, ATP-induced calcium, Fluo-8 fluorescence; inhibition, % at 5.6 µM; 0.63% of 330,000 active; AID 463079, 2010;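 active means inhibition above that plate's mean sample inhibition plus 3 SD, cut at about 26% in these data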;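 further: 0% = ATP-challenged DMSO wells and 100% = DMSO wells without ATP; some compounds past the cut are filed as inactive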
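Assay system – parental CHO cells · Reagent – ATP stimulus · Detection – intracellular calcium via Fluo-8 no-wash fluorescent dye · Evaluation – percent inhibition of ATP-evoked calcium rise, normalized to controls · Controls – ATP wells versus no-ATP DMSO wells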
CHRM1 agonist: human M1 muscarinic receptor agonists, primary screen, Fluo-8 calcium fluorescence, CHO-K1 cells, HTS | Muscarinic acetylcholine receptor M1 (Homo sapiens), P11229 | CHO-K1 hM1, agonist mode; 0% DMSO, 100% acetylcholine EC100 | activation, % at 3 µM | 0.33% of 360,000 active | AID 588814, 2011;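 active means activation above the run's mean compound activation plus 3 SD, cut at about 16% in these data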;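 further: peak over basal fluorescence ratio within a 140 s kinetic read after compound addition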
M1 ag parental: counter-screen for M1 agonists: effect in parental CHO-K1 cells | Fluo-8 calcium fluorescence; scaled to maximal ATP response, vehicle zero | activation, % at 3 µM | 0.48% of 360,000 active; in the data active means activation above about 15%;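 further: untransfected CHO-K1 host cells lacking M1 receptor as counterscreen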
CHRM1 PAM: human M1 muscarinic receptor positive allosteric modulators, primary screen, CHO-K1 cells, Fluo-8 calcium fluorescence, 1536-well; Muscarinic acetylcholine receptor M1 (Homo sapiens), P11229; AID 588819, 2011; 0.088% of 360,000 active; activation, % at 3 µM; CHO-K1 hM1, ACh EC20; 0% = ACh EC20, 100% = maximal ACh; in the data active means activation above about 19%, passing the limit was not always enough
CHO-K1 Ca antag: counter-screen for M1 antagonists: effect in parental CHO-K1 cells; ATP-induced calcium, Fluo-8 fluorescence; inhibition, % at 3 µM; 0.6% of 360,000 active; AID 602250;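 active means inhibition above a per-plate cutoff, the plate's mean sample inhibition plus 3 SD, cut at about 24% in these data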;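 further: 0% = DMSO plus EC80 ATP and 100% = DMSO alone without ATP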
* hit, by the source's call; / = not tested or not shown.

SMILES	M4 antag	CHRM1 antagonist	OXTR potentiate	CHRM4 agonist	CHO parental Ca	CHRM1 agonist	M1 ag parental	CHRM1 PAM	CHO-K1 Ca antag
Cc1cccc(C)c1NC(=O)CSc1ncnc2[nH]ncc12	5	-8	-3	1	-12	0	0.1	5	-4
O=C(Nc1nccs1)c1sc2cc(Cl)ccc2c1Cl	-12	-14	-14	1	-7	-3	0.1	7	-12
CCc1ccc(CNC(=O)Cn2nc(-c3ccccc3)ccc2=O)cc1	5	-2	-8	1	-14	6	1.7	7	-5
COc1cc(/C=C2/C(=O)NN(c3cccc(F)c3)C2=O)ccc1OC(=O)c1ccco1	-8	-5	-1	2	-10	-2	-0.1	4	-9
CCOC(=O)N1CCN(C(=O)c2ccccc2NC(C)=O)CC1	4	4	-5	0	-2	-2	0.2	3	-11
C/C(=N/NC(=O)CNC(=O)c1cccs1)c1ccc(Cl)cc1	-12	-18	-9	1	-19	-1	0.1	18	-2
O=C(Nc1ccc(Cl)cn1)c1cccc(F)c1	-4	-28	-12	0	-4	-4	0.5	8	-7
Cc1cc(O)cc2c1C(=O)/C(=C/c1ccco1)O2	5	4	-10	1	-12	2	0.2	-9	0
O=c1[nH]ncc(NCCc2ccccc2)c1Cl	5	-4	2	1	-4	-5	0.0	8	-5
O=C(CCNC(=O)c1ccccc1Cl)Nc1ccc2c(c1)OCCO2	-12	-15	/	2	/	-3	1.3	5	-13
O=C(NCc1ccccn1)C(=O)NCC1OCCN1S(=O)(=O)c1ccc([N+](=O)[O-])cc1 (stereo unspecified)	-2	-1	-9	1	4	-6	0.1	7	5
Cc1ccc(S(=O)(=O)N2CCC(C(=O)OCC(=O)N(C)c3ccccc3)CC2)cc1C	-7	2	-1	4	-7	-5	0.7	-3	-7
Cc1ccc(C)c2[nH]c(=O)c(C(c3nnnn3CCc3ccccc3)N3CCOCC3)cc12 (stereo unspecified)	-6	7	-7	2	-27	-2	0.2	2	15
COc1ccc(NC(=O)c2ccccc2NC(=O)c2ccccc2C(=O)O)c(OC)c1	-6	-14	-11	1	-14	-4	1.8	14	-18
CC1Oc2ccccc2N(CC(=O)c2ccc(F)cc2)C1=O (stereo unspecified)	-4	-2	-8	1	-2	-12	0.1	8	0
COc1ccc(S(=O)(=O)N2CCC[C@H]2C(=O)NC2=NCCS2)cc1	-2	-8	-5	1	-7	-5	0.3	13	-1
Cc1ccccc1CNC(=O)Cn1cnc(S(=O)(=O)N2CCCC2)c1	-12	-14	-6	1	-7	-1	0.4	8	-11
NC(=O)c1ccccc1N(Cc1ccccc1)S(=O)(=O)c1ccccc1	5	1	0	1	-14	-3	2.9	3	18
BrC(=C\c1ccccc1)/C=N/Nc1nc2ccccc2[nH]1	3	0	-8	1	-35	-4	-0.1	-1	8
O=S(=O)(c1ccc2ccccc2c1)N1CCN(C(=S)Nc2ccccc2F)CC1	11	-3	-7	3	-9	-3	0.7	3	-9
COc1cc2c(cc1OC)C1(Nc3c-2c(Cc2ccccc2)nn3-c2ccccc2)C(=O)Nc2ccccc21 (stereo unspecified)	5	-12	-5	0	-18	2	1.0	10	-13
Cc1ccc(S(=O)(=O)N2CCCCC2)cc1NC(=O)[C@@H]1CCCN1C(=O)c1cccs1	0	11	-8	2	-16	-7	-0.1	-1	-9
COc1cc(C(C)=O)ccc1OCC(O)Cn1nc(C)c(Br)c1C (stereo unspecified)	-9	-4	/	12	/	-2	3.6	-4	0
C[C@H]1NS(=O)(=O)c2ccc(Br)cc2O[C@H]1c1ccccc1	-17	-4	/	0	-19	-7	0.5	0	-17
CCN(CC)S(=O)(=O)c1ccc(N2CCOCC2)c(NC(=O)CC(C)(C)C)c1	-2	-12	-2	1	-18	-2	0.5	-4	-19
CN(C(=O)COc1ccccc1C(=O)NCCc1ccccc1)c1ccccc1	4	22	-8	12	-24	-1	7.3	-13	9
CCOC(=O)c1cc(NC(=O)c2cnccn2)cc(C(=O)OCC)c1	7	-11	-1	0	-6	-3	-0.4	4	-1
Cc1nc2sc(C#N)c(N)c2c2c1CCCC2	2	-5	-9	0	-22	-6	0.1	1	-5
CCc1noc(N)c1C(=O)Nc1ccc(F)c(Cl)c1	-1	-20	-4	1	1	-2	0.1	1	-3
Clc1ccc(/C=N\Nc2ccccc2)cc1	-6	-2	-3	0	1	-5	0.1	1	-8
COc1ccc(C2OC(CCc3ccccc3)Cc3[nH]c(=S)[nH]c(=O)c32)cc1 (stereo unspecified)	-9	/	/	0	/	/	0.6	/	-12
C/C(CC(=O)NC(C)(C)C)=N\NC(=O)c1ccco1	7	-1	-4	0	-11	-10	0.0	8	6
O=S(=O)(c1cccc(-c2nc3n(n2)Cc2ccccc2-3)c1)N1CCCCC1	10	-15	0	0	-7	-2	0.3	11	-2
Cc1cc(C)c2nc(NNC(=O)c3cc(=O)c4ccccc4o3)sc2c1	-7	-3	-7	1	3	-3	3.4	1	8
O=C(Nc1cccc2ccccc12)N1CCN(c2ccc(F)cc2)CC1	-6	2	-13	2	-6	-3	0.2	2	12
CCOc1ccc(C2c3[nH]c4ccccc4c3CCN2CCCn2cccn2)cc1 (stereo unspecified)	6	13	3	4	-27	-13	9.8	-16	3
CCn1c(CSc2nc3ccccc3n2C)nc2ccccc21	-2	-1	-18	6	-20	-1	3.2	4	-16
N#CC1=C2CCCCC2(O)NC1=O (stereo unspecified)	-6	-2	/	0	/	2	0.7	4	-8
Cc1cc2cc(CN(Cc3ccc4c(c3)OCO4)Cc3nnnn3C3CCCC3)c(=O)[nH]c2cc1C	6	-1	-6	0	-2	-5	0.7	1	-2
O=C(c1ccncc1)c1ccc(NS(=O)(=O)c2ccc(Br)s2)cc1	7	14	-8	10	-8	2	5.1	-10	-9
COc1ccc(OC)c(CNC(=O)c2coc(=O)c3ccccc23)c1	-3	13	1	18	-24	-5	5.5	-4	-16
Cc1cnc(C(=O)Nc2cc(F)ccc2C)cn1	5	6	-9	1	-7	-1	-0.2	4	2
O=C(CN1CCN(S(=O)(=O)c2ccc(C(F)(F)F)cc2)CC1)N1CCNC1=O	-2	4	-6	0	-11	0	-0.2	6	10
O=C(CNc1cccc([N+](=O)[O-])c1)N/N=C/c1ccc([N+](=O)[O-])o1	4	-5	-7	3	-1	-7	0.7	2	-2
CC(=O)OC(C)[C@H]1CC[C@H]2[C@@H]3CC[C@H]4C[C@@H](OC(C)=O)CC[C@]4(C)C3=CC[C@]12C (stereo partly specified)	3	13	-3	1	-16	8	0.3	8	8
COC(=O)c1sc2ncn(-n3c(C)ccc3C)c(=O)c2c1C	-7	-6	-10	1	9	-3	-0.1	5	0
COc1ccc(OCCSc2ccc(S(=O)(=O)N3CCCC3)cn2)cc1	-10	2	-11	6	15	-2	3.6	3	-12
CNCCCOc1ccc2c(c1)CCC2	3	7	-4	1	-4	-13	2.1	-18	10
COc1ccc(N(C)S(=O)(=O)c2cccc(C(=O)Nc3nnc(C)s3)c2)cc1	-1	-7	-3	1	7	-3	0.2	7	4
Oc1ccc2ccccc2c1C=NCc1cn2ccsc2n1	-13	-13	0	3	-2	-3	0.1	-3	-17
N#C/C(=C\c1ccc[nH]1)C(=O)NCC1CCCO1 (stereo unspecified)	-3	-8	-9	26	2	-3	2.0	7	-4
Cc1[nH]oc(=O)c1N=Nc1ccc2[nH]c(=O)[nH]c2c1	13	11	-5	12	-1	3	2.0	-1	-4
CCCCc1ccc(NS(=O)(=O)c2cccc(C(=O)N3CCNC(=O)C3)c2)cc1	0	-15	/	0	/	-2	0.5	16	2
Cc1ccsc1C(=O)N(Cc1nnc(-c2ccccc2Cl)o1)C1CC1	5	-1	-14	7	-13	-7	3.6	0	-3
O=C(NC(=S)NC(CO)c1ccccc1)c1ccc(F)cc1 (stereo unspecified)	-30	-7	0	1	-4	-2	0.6	12	-1
COc1cccc(CNC(=O)[C@H](C)NC(=O)C2CCN(S(=O)(=O)c3ccccc3)CC2)c1	12	-3	-3	0	-13	-1	0.9	2	-22
CCN(CC(=O)Nc1ccc(NC(C)=O)cc1)C(=O)/C=C/c1cn(-c2ccccc2)nc1-c1ccc(F)cc1	7	-7	-1	0	-8	-3	3.3	3	16
C/C(Cl)=C/CSc1nc2c(c(=O)[nH]c(=O)n2C)n1C(C)C	3	-9	-2	2	-17	-5	0.2	1	2
Cc1cc(C(=O)NNc2ccc(C)c(C)c2)no1	-9	-2	-5	-1	-2	-1	0.2	6	8
Clc1cc(-c2ccccc2)nc(-c2ccccc2)n1	-8	-15	-14	0	1	-2	0.4	11	-4

Carrying on:
SMILES	M4 antag	CHRM1 antagonist	OXTR potentiate	CHRM4 agonist	CHO parental Ca	CHRM1 agonist	M1 ag parental	CHRM1 PAM	CHO-K1 Ca antag
Cc1ccnc2nc(C(=O)OCCOc3ccc(F)cc3)nn12	-1	8	1	2	-5	-5	0.8	-1	4
CCCN(CC1CC1)C(=O)CSc1ncnc2sccc12	-8	-3	-3	6	-12	-5	1.3	1	-9
O=S(=O)(c1ccc(Br)c2nsnc12)N1CCOCC1	1	-1	-1	0	-3	-4	0.1	-3	-2
C[C@H](NC(=O)c1nc[nH]c1C(=O)N1CCNCC1)C(=O)OCc1ccccc1	-1	0	0	-1	-13	-3	0.7	1	-11
CCN(CC)C(=O)c1[nH]cnc1C(=O)Nc1ccccc1	-6	-18	2	0	-14	-1	0.3	7	-6
COCCCN1C(=O)c2ccc(C(=O)Nc3ccc(C)cc3C)cc2C1=O	-15	-14	-15	1	-3	-1	0.7	9	-5
O=C(c1cccs1)n1nc(NCc2ccccc2)nc1NCc1ccccc1	2	-2	-9	0	-12	-2	0.2	-3	1
CCOC(=O)N1CCC(NC(=O)Cn2ncc3ccccc32)CC1	-4	3	2	0	5	-4	-0.3	-3	12
CC(C)CN(C(=O)CN1CCN(c2ccc(F)cc2)CC1)c1c(N)n(CC(C)C)c(=O)[nH]c1=O	11	9	7	13	-3	-6	11	-5	0

An excerpt from above, limited to CHRM1 PAM.
molecule | CHRM1 PAM
CCOC(=O)N1CCC(NC(=O)Cn2ncc3ccccc32)CC1 | -3
CC(C)CN(C(=O)CN1CCN(c2ccc(F)cc2)CC1)c1c(N)n(CC(C)C)c(=O)[nH]c1=O | -5

Screens: PubChem BioAssay, The Scripps Research Institute Molecular Screening Center
